GLD-1 RNA inh – GLD-1/TGE RNA complex disruptors, primary screen, biochemical, fluorescence polarization. Female germline-specific tumor suppressor gld-1 (Caenorhabditis elegans), Q17339. purified GLD-1 + fluorescein TGE RNA. inhibition, % at 5.96 µM. actives 0.44% (n = 320,000);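 active = percent inhibition above a per-plate cutoff, the plate mean of test compounds plus 3 SD, cut at about 30% in these data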;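 also: 0% = DMSO wells with GLD-1 and probe and 100% = wells lacking GLD-1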
Target sequence (Q17339 whole entry, looked up): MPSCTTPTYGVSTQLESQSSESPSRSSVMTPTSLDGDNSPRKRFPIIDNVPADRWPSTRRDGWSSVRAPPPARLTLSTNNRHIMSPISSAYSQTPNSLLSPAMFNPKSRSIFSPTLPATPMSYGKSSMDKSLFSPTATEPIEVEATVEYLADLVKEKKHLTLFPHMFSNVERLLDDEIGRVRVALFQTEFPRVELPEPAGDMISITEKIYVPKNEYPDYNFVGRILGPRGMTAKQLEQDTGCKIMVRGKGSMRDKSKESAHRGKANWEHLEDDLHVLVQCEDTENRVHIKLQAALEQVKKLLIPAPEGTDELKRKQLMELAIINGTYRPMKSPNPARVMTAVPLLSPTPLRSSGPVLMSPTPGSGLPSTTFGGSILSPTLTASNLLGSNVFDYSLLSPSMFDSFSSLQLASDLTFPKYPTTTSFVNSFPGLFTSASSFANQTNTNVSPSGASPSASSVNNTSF
GSTO1 inh – inhibitors of recombinant GSTO1, primary screen, counter-screen for RBBP9 inhibitor project, biochemical, fluorescence polarization | Glutathione S-transferase omega-1 (Homo sapiens), P78417 | activity-based probe fluorescence polarization | inhibition, % at 5.96 µM | actives 1.1% (n = 300,000);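 active = inhibition above the campaign mean inhibition plus 3 SD, cut at about 35% in these data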;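 also: 0% = GSTO1-1 with DMSO and 100% = wells lacking GSTO1-1 enzyme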
Fam108B inh – mouse Fam108B serine hydrolase inhibitors, primary screen, counter-screen for RBBP9 inhibitor project, biochemical, fluorescence polarization; inhibition, % at 9.51 µM; recombinant Fam108B, FP-Rh probe fluorescence polarization; AID 1947, 2009; actives 0.33% (n = 300,000);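 active = inhibition above the screen mean inhibition plus 3 SD, computed separately per campaign, cut at about 18% in these data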;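 also: inhibitors lower polarization as less probe binds the enzyme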
BCLXL inh – inhibitors of human Bcl-xL, primary screen, biochemical, fluorescence polarization, HTS | inhibition, % at 10.9 µM | Bcl-2-like protein 1 (Homo sapiens), Q07817 | GST-Bcl-xL / FITC-Bim BH3 peptide fluorescence polarization | actives 0.7% (n = 320,000);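 active = inhibition above the mean of all tested compounds plus 3 SD, cutoff set per campaign, cut at about 30% in these data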;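 also: 0% = DMSO wells and 100% = unlabeled Bim-BH3 peptide competitor; inhibitors lower millipolarization by displacing the labeled peptide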
PAD4 inh – human PAD4 inhibitors, primary screen, biochemical, fluorescence polarization, 1536-well format. Protein-arginine deiminase type-4 (Homo sapiens), Q9UM07. recombinant PAD4, RCA probe fluorescence polarization. inhibition, % at 6.36 µM. actives 0.41% (n = 330,000);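 active = percent inhibition above a cutoff equal to the mean of all tested compounds plus 3 SD, cut at about 15% in these data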;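 also: 0% = PAD4 with RCA probe and DMSO and 100% = probe without PAD4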
TPT1 inhibitor – Candida albicans TPT1 enzyme inhibitors, primary screen, biochemical, fluorescence polarization; recombinant caTPT1, FP RNA substrate dephosphorylation; inhibition, % at 5 µM; actives 0.81% (n = 300,000); AID 1962, 2009;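 active = inhibition above the mean of all tested compounds plus 3 SD, set per screening campaign, cut at about 24% in these data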;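 also: plate controls were DMSO alone for no effect and ferristatin control at 100 nM for full effect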
PME-1 primary – PME-1 inhibitors via competitive probe labeling, primary screen, biochemical, fluorescence polarization, FP-Rh probe, HTS | recombinant PME-1 | inhibition, % at 5.9 µM | actives 0.53% (n = 320,000);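 active = inhibition above the campaign mean of all compounds plus 3 SD, cut at about 26% in these data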;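 also: competitive labeling of PME-1 active site by serine hydrolase directed probe; 0% = PME-1 with DMSO and 100% = wells lacking PME-1 enzyme; inhibitors block probe labeling so polarization falls and inhibition rises; many of its hits are not listed in these tables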
MEX-5 binding – MEX-5 zinc finger RNA-binding disruptors – biochemical, C. elegans, fluorescence polarization, MLPCN library, primary screen; Zinc finger protein mex-5 (Caenorhabditis elegans), Q9XUB2; actives 0.38% (n = 300,000); MEX-5/FITC-TCR2 RNA binding; stronger effect = lower value; activity score (negative = inhibition of binding), % at 10 µM;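 active = inhibition past about -25% in most replicates, and total fluorescence under double the plate's negative control median, limit read from the data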;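 also: 0% = DMSO and -100% = 5 µM competing unlabeled TCR2 RNA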
Target sequence (Q9XUB2 whole entry, looked up): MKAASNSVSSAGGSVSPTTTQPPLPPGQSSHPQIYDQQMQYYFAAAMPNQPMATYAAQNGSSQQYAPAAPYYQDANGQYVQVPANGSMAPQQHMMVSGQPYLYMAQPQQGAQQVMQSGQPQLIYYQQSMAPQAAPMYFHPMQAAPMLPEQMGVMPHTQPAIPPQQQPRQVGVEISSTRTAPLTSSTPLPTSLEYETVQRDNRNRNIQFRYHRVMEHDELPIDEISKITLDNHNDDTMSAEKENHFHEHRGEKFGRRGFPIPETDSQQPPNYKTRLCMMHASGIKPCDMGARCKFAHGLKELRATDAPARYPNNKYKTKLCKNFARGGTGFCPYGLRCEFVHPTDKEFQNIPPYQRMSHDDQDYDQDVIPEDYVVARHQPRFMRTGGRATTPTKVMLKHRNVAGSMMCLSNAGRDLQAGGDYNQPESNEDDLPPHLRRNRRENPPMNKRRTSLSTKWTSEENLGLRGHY
MCL1-BIM inh – inhibitors of MCL1 binding to BIM-BH3, primary screen, biochemical, fluorescence polarization | Induced myeloid leukemia cell differentiation protein Mcl-1 (Homo sapiens), Q07820 | GST-MCL1 / FITC-Bim-BH3 fluorescence polarization | inhibition, % at 10.9 µM | actives 0.68% (n = 320,000);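 active = inhibition above the mean inhibition of all tested compounds plus 3 SD, set per campaign, cut at about 40% in these data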;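 also: 0% = DMSO wells and 100% = unlabeled Bim-BH3 peptide control; higher means more loss of mP so more displacement of Bim peptide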
Numbers without * were called inactive. Not all compounds are listed; count on the stated rates, not on these rows.

Results for Cc1ccc(NC(=O)CCC(=O)N/N=C/c2cccs2)cc1 ?
GLD-1 RNA inh: -5; GSTO1 inh: 3; Fam108B inh: 1; BCLXL inh: 3; PAD4 inh: -1; TPT1 inhibitor: 1; PME-1 primary: -2; MEX-5 binding: -1.0; MCL1-BIM inh: 3

Results for Cc1cccc(N=Nc2cnc(N)s2)c1 ?
GLD-1 RNA inh: 4; GSTO1 inh: 26; Fam108B inh: 3; BCLXL inh: 2; PAD4 inh: -5; TPT1 inhibitor: 0; PME-1 primary: -3; MEX-5 binding: 0.8; MCL1-BIM inh: 7

What do the screens show for `N#Cc1ccsc1NC(=O)CN1CCN(c2ccccc2)CC1`?
GLD-1 RNA inh: -1; GSTO1 inh: 3; Fam108B inh: -2; BCLXL inh: 0; PAD4 inh: -1; TPT1 inhibitor: 2; PME-1 primary: -2; MEX-5 binding: 0.1; MCL1-BIM inh: 6

What do the screens show for `COc1ccc(C(=O)Nc2ccc3nc(N4CCCCC4)cc(C)c3c2)cc1OC`?
GLD-1 RNA inh: 2; GSTO1 inh: 1; Fam108B inh: 12; BCLXL inh: 4; PAD4 inh: -7; TPT1 inhibitor: -2; PME-1 primary: 12; MEX-5 binding: 1.6; MCL1-BIM inh: -1

Results for Cc1ccccc1CCNC(=O)CCn1nc(C)c2c(C)n(-c3ccccc3)nc2c1=O ?
GLD-1 RNA inh: -4; GSTO1 inh: 3; Fam108B inh: 5; BCLXL inh: 1; PAD4 inh: -4; TPT1 inhibitor: -5; PME-1 primary: -5; MEX-5 binding: 1.5; MCL1-BIM inh: 3

Results for O=C(c1cc(C2CC2)on1)N1CCN(C(c2ccccc2)c2ccccc2)CC1 ?
GLD-1 RNA inh: 0; GSTO1 inh: 4; Fam108B inh: -1; BCLXL inh: 0; PAD4 inh: -3; TPT1 inhibitor: 4; PME-1 primary: 0; MEX-5 binding: 2.5; MCL1-BIM inh: 2

Results for Cc1cccc(-n2c(N)cc(=O)[nH]c2=S)c1C ?
GLD-1 RNA inh: 2; GSTO1 inh: 1; Fam108B inh: 3; BCLXL inh: 6; PAD4 inh: -2; TPT1 inhibitor: -3; PME-1 primary: 2; MEX-5 binding: 1.5; MCL1-BIM inh: 8

What do the screens show for `COc1ccccc1NC(=S)N(CCCN1CCOCC1)Cc1cccs1`?
GLD-1 RNA inh: 7; GSTO1 inh: 12; Fam108B inh: -2; BCLXL inh: 4; PAD4 inh: -1; TPT1 inhibitor: 1; PME-1 primary: 0; MEX-5 binding: 0.8; MCL1-BIM inh: -3

What do the screens show for `CC(=O)c1ccc(NC(=O)c2ccc(NC(=O)CCS(=O)(=O)c3cccs3)cc2)cc1`?
GLD-1 RNA inh: 2; GSTO1 inh: -6; Fam108B inh: -13; BCLXL inh: 7; PAD4 inh: -2; TPT1 inhibitor: -1; PME-1 primary: -4; MEX-5 binding: -1.6; MCL1-BIM inh: 0

What do the screens show for `CNc1nc(OC)nc(N2CCOCC2)n1`?
GLD-1 RNA inh: -3; GSTO1 inh: 3; Fam108B inh: -4; BCLXL inh: 2; PAD4 inh: -1; TPT1 inhibitor: -3; PME-1 primary: 1; MEX-5 binding: 1.6; MCL1-BIM inh: -3

Results for Cc1cc(-c2ccccc2)nc(N(C)NC(=O)c2cccc(C(F)(F)F)c2)c1S(C)(=O)=O ?
GLD-1 RNA inh: 4; GSTO1 inh: 3; Fam108B inh: -1; BCLXL inh: -2; PAD4 inh: 3; TPT1 inhibitor: -1; PME-1 primary: 4; MEX-5 binding: 3.0; MCL1-BIM inh: -3

What do the screens show for `Cn1c(SCC(=O)N2CCCCC2)nnc1-c1ccc(S(=O)(=O)N2CCOCC2)cc1`?
GLD-1 RNA inh: -2; GSTO1 inh: -4; Fam108B inh: 1; BCLXL inh: -1; PAD4 inh: -1; TPT1 inhibitor: 2; PME-1 primary: -6; MEX-5 binding: 0.3; MCL1-BIM inh: 0

Results for O=C(CS(=O)(=O)c1ccc(C(F)(F)F)cn1)NNC(=O)c1ccccc1 ?
GLD-1 RNA inh: 4; GSTO1 inh: -1; Fam108B inh: -1; BCLXL inh: 3; PAD4 inh: -4; TPT1 inhibitor: 1; PME-1 primary: 0; MEX-5 binding: 1.3; MCL1-BIM inh: 2

Results for O=C(CSc1nc(-c2ccccc2)cc(=O)[nH]1)N1CCOCC1 ?
GLD-1 RNA inh: 10; GSTO1 inh: -4; Fam108B inh: 0; BCLXL inh: 6; PAD4 inh: -2; TPT1 inhibitor: -7; PME-1 primary: 0; MEX-5 binding: -0.7; MCL1-BIM inh: 48*

Results for CCCCn1c(N)c(N(CCC(C)C)C(=O)c2cc(CC)c(C)s2)c(=O)[nH]c1=O ?
GLD-1 RNA inh: 4; GSTO1 inh: 0; Fam108B inh: -1; BCLXL inh: 3; PAD4 inh: -6; TPT1 inhibitor: -2; PME-1 primary: -2; MEX-5 binding: 0.5; MCL1-BIM inh: 3

An excerpt from above in order of SMILES length, rising:
What do the screens show for `CNc1nc(OC)nc(N2CCOCC2)n1`?
GLD-1 RNA inh: -3; GSTO1 inh: 3; Fam108B inh: -4; BCLXL inh: 2; PAD4 inh: -1; TPT1 inhibitor: -3; PME-1 primary: 1; MEX-5 binding: 1.6; MCL1-BIM inh: -3

Results for O=C(CSc1nc(-c2ccccc2)cc(=O)[nH]1)N1CCOCC1 ?
GLD-1 RNA inh: 10; GSTO1 inh: -4; Fam108B inh: 0; BCLXL inh: 6; PAD4 inh: -2; TPT1 inhibitor: -7; PME-1 primary: 0; MEX-5 binding: -0.7; MCL1-BIM inh: 48*

Results for CCCCn1c(N)c(N(CCC(C)C)C(=O)c2cc(CC)c(C)s2)c(=O)[nH]c1=O ?
GLD-1 RNA inh: 4; GSTO1 inh: 0; Fam108B inh: -1; BCLXL inh: 3; PAD4 inh: -6; TPT1 inhibitor: -2; PME-1 primary: -2; MEX-5 binding: 0.5; MCL1-BIM inh: 3

Results for Cc1cc(-c2ccccc2)nc(N(C)NC(=O)c2cccc(C(F)(F)F)c2)c1S(C)(=O)=O ?
GLD-1 RNA inh: 4; GSTO1 inh: 3; Fam108B inh: -1; BCLXL inh: -2; PAD4 inh: 3; TPT1 inhibitor: -1; PME-1 primary: 4; MEX-5 binding: 3.0; MCL1-BIM inh: -3

Next part:
How did Cc1ccc(S(=O)(=O)CCC(=O)OCC(=O)Nc2cc(C)on2)cc1 do in these assays?
GLD-1 RNA inh: 183*; GSTO1 inh: 9; Fam108B inh: -1; BCLXL inh: active; PAD4 inh: 6; TPT1 inhibitor: -160; PME-1 primary: 4; MEX-5 binding: 0.6; MCL1-BIM inh: active

How did Cc1ccccc1C(=O)N1CCC(C(=O)NN2C(=O)NC3(CCC(C)CC3)C2=O)CC1 (stereo not drawn) do in these assays?
GLD-1 RNA inh: 4; BCLXL inh: 2; PAD4 inh: 1; PME-1 primary: -5; MCL1-BIM inh: -4

What do the screens show for `CC(NC(=O)c1cc2c(=O)n3ccccc3nc2n(CC2CCCO2)c1=N)c1ccccc1` (stereo not drawn)?
GLD-1 RNA inh: 2; GSTO1 inh: 1; Fam108B inh: 1; BCLXL inh: 8; PAD4 inh: -1; TPT1 inhibitor: -3; PME-1 primary: -1; MEX-5 binding: -6.9; MCL1-BIM inh: 10

How did Cc1[nH]c2ccccc2c1N=Nc1ccc(F)cc1 do in these assays?
GLD-1 RNA inh: 6; GSTO1 inh: 1; Fam108B inh: 8; BCLXL inh: 5; PAD4 inh: -4; TPT1 inhibitor: -3; PME-1 primary: 24; MCL1-BIM inh: 4

What do the screens show for `CCn1nccc1C(=O)Nc1cc(Cl)ccc1Cl`?
GLD-1 RNA inh: 7; GSTO1 inh: 3; Fam108B inh: -2; BCLXL inh: 0; PAD4 inh: -6; TPT1 inhibitor: 3; PME-1 primary: 6; MEX-5 binding: 0.9; MCL1-BIM inh: -1

How did O=C(Nc1nc(-c2ccccc2)cs1)c1ccc(S(=O)(=O)N2CCc3ccccc32)cc1 do in these assays?
GLD-1 RNA inh: 3; GSTO1 inh: -19; Fam108B inh: -25; BCLXL inh: 3; PAD4 inh: -7; TPT1 inhibitor: -3; PME-1 primary: -45; MEX-5 binding: -0.5; MCL1-BIM inh: -2

What do the screens show for `Cc1cc(NCCCN)nc(-c2ccccc2O)n1`?
GLD-1 RNA inh: -6; GSTO1 inh: -10; Fam108B inh: 7; BCLXL inh: 2; PAD4 inh: -1; TPT1 inhibitor: 4; PME-1 primary: 2; MEX-5 binding: 2.2; MCL1-BIM inh: 7

What do the screens show for `CCOC(=O)c1c(NC(=O)CSc2nnc(C)s2)sc2c1CCCCC2`?
GLD-1 RNA inh: 11; GSTO1 inh: -2; Fam108B inh: -7; BCLXL inh: 1; PAD4 inh: -5; TPT1 inhibitor: -9; PME-1 primary: -2; MEX-5 binding: -0.7; MCL1-BIM inh: -4

How did O=C(NCCCN1CCOCC1)c1cccc(S(=O)(=O)N2CCN(c3ccccc3)CC2)c1 do in these assays?
GLD-1 RNA inh: 1; GSTO1 inh: 4; Fam108B inh: -1; BCLXL inh: 3; PAD4 inh: 6; TPT1 inhibitor: -1; PME-1 primary: 0; MEX-5 binding: -1.0; MCL1-BIM inh: 3

Results for CCC(C)c1ccc(NC(=S)Nc2ccc(OC)cc2)cc1 (stereo not drawn) ?
GLD-1 RNA inh: -3; GSTO1 inh: 3; Fam108B inh: -1; BCLXL inh: 7; PAD4 inh: 2; TPT1 inhibitor: -2; PME-1 primary: 1; MEX-5 binding: 0.1; MCL1-BIM inh: 6

What do the screens show for `COc1cccc(C(=O)Nc2c3c(nn2-c2ccccc2C)CS(=O)C3)c1OC` (stereo not drawn)?
GLD-1 RNA inh: -1; GSTO1 inh: -7; Fam108B inh: -2; BCLXL inh: 1; PAD4 inh: -1; TPT1 inhibitor: -3; PME-1 primary: -1; MEX-5 binding: -0.5; MCL1-BIM inh: 3

Results for CC(C)(C)OC(=O)N1Cc2ccccc2C[C@H]1C(=O)O ?
GLD-1 RNA inh: 4; GSTO1 inh: 17; Fam108B inh: -3; BCLXL inh: 2; PAD4 inh: -2; TPT1 inhibitor: -5; PME-1 primary: -7; MEX-5 binding: -1.5; MCL1-BIM inh: -1

Results for O=C1C2C3C=CC(CC3)C2C(=O)N1c1ccccc1F (stereo not drawn) ?
GLD-1 RNA inh: 14; GSTO1 inh: 7; Fam108B inh: -2; BCLXL inh: -1; PAD4 inh: 1; TPT1 inhibitor: 2; PME-1 primary: -2; MEX-5 binding: -5.7; MCL1-BIM inh: 2

How did Cc1ccc(OCCN2CCCC2)cc1 do in these assays?
GLD-1 RNA inh: 5; GSTO1 inh: -2; Fam108B inh: -3; BCLXL inh: 4; PAD4 inh: 0; TPT1 inhibitor: 1; PME-1 primary: -4; MEX-5 binding: 1.6; MCL1-BIM inh: 12
